Hsp90 Hop PPI: changes Hsp90-Hop TPR2A binding signal, up or down; AlphaScreen TPR2A-His6 binding biotin-Hsp90 C-terminal peptide; Potency, µM (doses to about 57 µM), without a hit: at the top dose activity change, negative = inhibition; 71,000 compounds, 0.44% hits; AID 595; active means well fitted curve in either direction with a large enough effect; inconclusive means small, poorly fitted or top-dose-only effect, or another doubt; further: potency means the concentration at half of the fitted maximal effect; on the % scale 0 is the no-effect control and ±100 the full control effect; many of its hits are not listed in these tables
Pol III holo inh: DNA polymerase III holoenzyme inhibition. reconstituted DNA polymerase III holoenzyme replication, biochemical. 71,000 compounds, 0.25% hits. Potency, µM (top dose mostly 57.1 µM), without a hit: at the highest dose activity change, negative = inhibition; further: potency means the concentration at half of the fitted maximal effect; on the % scale 0 is the no-effect control and ±100 the full control effect
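Reconstituted *E. coli* holoenzyme (0.35 nM Pol III, 1 nM beta, 154 nM SSB, 2 nM primase) was preincubated with compound for 15 min at RT. Synthesis on 1.4 nM ssM13Gori ran 35 min, then was stopped with PicoGreen/EDTA and read as dsDNA fluorescence.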
HBB splice mod: modulators of hemoglobin beta chain splicing | 65,000 compounds, 0.06% hits | HBB splicing reporter cell assay, activation; EGFP reporter with mutant IVS2-654 intron; response scale: normalised to 500 nM splice-correcting PNA | Potency, µM (doses to about 46.1 µM), for inactives: top-dose activation, most hits filed as activators | AID 925; further: potency means the concentration at half of the fitted maximal effect; 0% is about no effect
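Compounds were applied for 2 days to HeLa EGFP-654 cells, 500/well in Optimem with 2% FCS. The reporter's EGFP is disrupted by mis-splicing of beta-globin intron IVS2-654. Readout: summed well GFP fluorescence from 488 nm laser scanning; reference was 500 nM antisense […] 654 PNA.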
Fluorescein autfl: fluorescein region autofluorescence; 59,000 compounds, 0.91% hits; Compound autofluorescence, 480/540 nm, fluorescein-equivalent; active compounds read high; max fluorescein-equivalent concentration, M; in the data active means max fluorescein-equivalent concentration above about 10 nM; inconclusive means between about 1.1 nM and that limit
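Fluorescein stocks ranging 3 mM down to 300 nM, plus DMSO blanks, were pinned alongside compounds to build a per-plate standard curve. Buffer: 100 mM Tris, pH 8.0. Incubation 15 min, room temperature; filters 480/540 nm.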
Epigenetic mod: epigenetic modulators derepressing GFP locus in mouse cells. mouse C127i GFP locus derepression, cytometry, 30 h. Potency, µM (top dose mostly 46.1 µM), inactives show at the top dose GFP derepression (activation). 68,000 compounds, 0.09% hits. AID 597; further: % of control where 0% means no effect
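Locus derepression in mouse mammary C127i cells whose integrated CMV-GFP reporter is normally silent; GFP expression after 30 h compound treatment was quantified by counting fluorescent cells.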
Rhodamine autofl: compound fluoresces in the rhodamine spectral region | max dye-equivalent concentration, M | Rhodamine-region fluorescence, 547/598 nm, Tris buffer; active compounds read high | AID 594 | 59,000 compounds, 0.05% hits; in the data active means max dye-equivalent concentration above about 11 nM; inconclusive means between about 1.1 nM and that limit
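Intrinsic compound fluorescence, ex 547 / em 598 nm, CCD imager. Tris 100 mM pH 8.0; 15 min RT. Output = rhodamine dye-equivalent concentration at each compound concentration.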
15-hLO inh: inhibitors of human 15-lipoxygenase (ALOX15); 74,000 compounds, 1.4% hits; AID 887; P16050; purified 15hLO-1, xylenol orange hydroperoxide absorbance; Potency, µM (doses to about 57.1 µM), for inactives: top-dose activity change, negative = inhibition, hits mostly inhibitors; further: potency means the concentration at half of the fitted maximal effect; on the % scale 0 is the no-effect control and ±100 the full control effect; nearly all actives have a fitted effect of over 55% in size
Target sequence (P16050 whole entry, looked up): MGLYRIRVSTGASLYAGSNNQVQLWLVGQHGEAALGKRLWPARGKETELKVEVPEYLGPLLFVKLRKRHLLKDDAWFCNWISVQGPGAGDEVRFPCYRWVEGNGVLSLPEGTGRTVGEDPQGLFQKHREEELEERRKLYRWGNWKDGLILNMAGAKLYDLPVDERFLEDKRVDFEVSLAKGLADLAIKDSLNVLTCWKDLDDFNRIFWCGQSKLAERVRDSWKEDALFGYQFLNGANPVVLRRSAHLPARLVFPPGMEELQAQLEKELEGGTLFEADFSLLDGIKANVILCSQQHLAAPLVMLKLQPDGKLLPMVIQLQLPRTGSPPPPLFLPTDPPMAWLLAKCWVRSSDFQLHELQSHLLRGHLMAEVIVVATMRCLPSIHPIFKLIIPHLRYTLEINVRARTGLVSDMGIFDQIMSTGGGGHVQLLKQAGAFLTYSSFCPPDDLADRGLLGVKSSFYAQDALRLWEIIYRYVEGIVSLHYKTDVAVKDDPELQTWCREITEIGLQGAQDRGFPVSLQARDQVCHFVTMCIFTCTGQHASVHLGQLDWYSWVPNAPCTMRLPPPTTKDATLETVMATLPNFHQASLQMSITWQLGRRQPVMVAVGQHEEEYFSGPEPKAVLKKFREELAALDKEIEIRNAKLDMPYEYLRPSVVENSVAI
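Compounds were preincubated 15 min at room temperature with 40 nM purified human enzyme (25 mM Hepes pH 7.5, 0.01% Triton X-100); 50 uM arachidonic acid reacted 6 min. Fe-xylenol orange detection, 30 min, absorbance ratio 573/405 nm.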
Ub-GFP proteasome: ubiquitin-GFP accumulation via proteasome inhibition | Ubiquitin-GFP reporter cells, proteasome inhibition, GFP fluorescence; response scale: untreated = 0%, 10 µM MG-132 = 100% | Potency, µM (series often up to 45.9 µM), inactives show at the top dose activation (GFP accumulation), most hits filed as activators | 67,000 tested, under 10 active; active means well fitted activation curve with a large enough effect, not every such curve was filed as active; inconclusive means small, poorly fitted or top-dose-only effect, or another doubt; inactive means no such curve, though single readings can be large or run the other way; further: potency means the concentration at half of the fitted maximal effect
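U2OS cells stably expressing ubiquitin(G76V)-GFP, seeded overnight in 0.5% FBS medium, were exposed to compounds (qHTS, 46 uM to 2.9 nM) for 4 hr at 37 °C. GFP-positive cells were counted by laser cytometry (488 ex/515 em), normalized between basal and 10 uM MG-132.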
HADH2 inhib: blocks human hydroxyacyl-CoA dehydrogenase type II; recombinant HADH2, NADH fluorescence, beta-hydroxybutyryl-CoA; Potency, µM (highest dose often 57.1 µM), without a hit: at the top dose activity change, negative = inhibition, most hits filed as inhibitors; 73,000 compounds, 3.4% hits; further: potency means the concentration at half of the fitted maximal effect; on the % scale 0 is the no-effect control and ±100 the full control effect; nearly all actives have a fitted effect of over 60% in size; many of its hits are not listed in these tables
Target sequence (Q99714 whole entry, looked up, one chain of several): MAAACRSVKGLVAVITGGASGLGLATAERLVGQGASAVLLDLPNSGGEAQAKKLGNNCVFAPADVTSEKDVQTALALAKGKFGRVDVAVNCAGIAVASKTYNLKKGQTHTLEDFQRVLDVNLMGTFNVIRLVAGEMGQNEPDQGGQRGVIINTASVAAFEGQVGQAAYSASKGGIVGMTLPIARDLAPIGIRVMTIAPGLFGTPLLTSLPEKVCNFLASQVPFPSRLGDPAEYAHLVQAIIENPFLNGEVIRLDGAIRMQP
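NADH fluorescence (ex 360/em 450 nm) read every 30 s for 4 min; activity taken as last-minus-first time point difference. Enzyme 20 nM, NAD+ 1 mM, beta-hydroxybutyryl-CoA 90 uM, pH 9.0 Tris buffer.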
4-MU autofl: 4-MU region autofluorescence | max dye-equivalent concentration, M | 59,000 compounds, 11% hits | AID 589 | compound autofluorescence, 340/450 nm, 4-MU equivalents; active compounds read high; in the data active means max dye-equivalent concentration above about 10 nM; inconclusive means mostly about 1.1 nM to 9.6 nM
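Compounds in 100 mM Tris, pH 8.0, incubated 15 min at room temperature, then fluorescence read at 340 nm excitation/450 nm emission. Signal converted to 4-MU dye-equivalent concentration using an on-plate six-point 4-MU standard curve.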
Texas Red fluor: compound fluoresces in the Texas Red spectral region | Compound fluorescence, Texas Red channel, 547/618 nm; active compounds read high | max dye-equivalent concentration, M | 59,000 compounds, 0.06% hits; in the data active means max dye-equivalent concentration above about 10 nM; inconclusive means between about 1.1 nM and that limit
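Texas Red-region profiling: compounds in 100 mM Tris pH 8.0 were read at 547/618 nm after 15 min at room temperature. Intensities were normalized against a six-point Texas Red standard series to give dye-equivalent concentration.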
An asterisk follows results filed as active; [ ] = dose if it differs, or a comment. Unless noted, the call rests on the fitted dose curve; in most records, active means well fitted curve in the direction sought with a large enough effect; inconclusive means small, poorly fitted or top-dose-only effect, or another doubt; inactive means no such curve, though single readings can be large; an effect the other way counts as inactive or inconclusive. An excerpt, so the mix of outcomes need not match the whole.

Screening CCCc1[nH]nc2c1C(c1ccc(OCCN3CCOCC3)c(OC)c1)C(C#N)=C(N)O2 (stereo unspecified) returned Hsp90 Hop PPI -3.8%, Pol III holo inh -3.3%, Fluorescein autfl inactive, Epigenetic mod -2.9%, Rhodamine autofl inactive, 15-hLO inh 8.3%, Ub-GFP proteasome 1.1%, HADH2 inhib -3.3%, 4-MU autofl inactive and Texas Red fluor inconclusive.
COc1ccc2[nH]c(=O)c(CN(C)C(=O)COc3ccccc3)cc2c1 was read as Hsp90 Hop PPI -2.5%, Pol III holo inh -4.7%, HBB splice mod 0.2%[57.5 µM], Fluorescein autfl inactive, Epigenetic mod 0.0%, Rhodamine autofl inactive, 15-hLO inh -4.8%, Ub-GFP proteasome 2.6%, HADH2 inhib -23.1%, 4-MU autofl 1.47e-07M* and Texas Red fluor inactive.
`CCOc1ccc(CNc2ccc3c(c2)ncn3C)cc1` gave Hsp90 Hop PPI -4.5%, Pol III holo inh 2.5%, HBB splice mod -1.3%, Fluorescein autfl inactive, Epigenetic mod 11.4%, Rhodamine autofl inactive, 15-hLO inh -16.3%, Ub-GFP proteasome -3.5%, HADH2 inhib 10.5%, 4-MU autofl inactive and Texas Red fluor inactive.
`CC(=O)Nc1ccc(S(=O)(=O)n2cnc3cc(C)c(C)cc32)cc1` gave Hsp90 Hop PPI 2.1%, Pol III holo inh -0.9%, HBB splice mod 0.7%, Epigenetic mod 2.5%, 15-hLO inh 3.8%, Ub-GFP proteasome -4.8% and HADH2 inhib 8.9%.
For O=C(NCc1cccs1)c1cc(-c2cccc(Cl)c2)on1 the results were Hsp90 Hop PPI -0.5%, Pol III holo inh 1.1%, HBB splice mod -0.8%, Fluorescein autfl inactive, Epigenetic mod 0.0%, Rhodamine autofl inactive, 15-hLO inh -8.7%, Ub-GFP proteasome -2.3%, HADH2 inhib -0.6%, 4-MU autofl inactive and Texas Red fluor inactive.
`Cc1cc(Cl)ccc1OCCCC(N)=O` gave Hsp90 Hop PPI -1.5%, Pol III holo inh 1.8%, HBB splice mod 0.4%, Fluorescein autfl inactive, Epigenetic mod 0.6%, Rhodamine autofl inactive, 15-hLO inh 2.2%, Ub-GFP proteasome -7.5%, HADH2 inhib 5.0%, 4-MU autofl inactive and Texas Red fluor inactive.
For COC(=O)CSc1nnc(-c2ccco2)n1Cc1ccco1 the results were Hsp90 Hop PPI -4.3%, Pol III holo inh -12.0%, HBB splice mod 0.2%, Fluorescein autfl inconclusive, Epigenetic mod 4.3%, Rhodamine autofl inactive, 15-hLO inh 6.3%, Ub-GFP proteasome 1.2%, HADH2 inhib -6.3%, 4-MU autofl inactive and Texas Red fluor inconclusive.
Screening CCCOc1cccc(C(=O)N(Cc2cccs2)C2CCS(=O)(=O)C2)c1 (stereo unspecified) returned Hsp90 Hop PPI -3.7%, Pol III holo inh -5.8%, HBB splice mod 4.6%, Fluorescein autfl inconclusive, Epigenetic mod -2.6%, Rhodamine autofl inactive, 15-hLO inh 7.8%, Ub-GFP proteasome -1.9%, HADH2 inhib 9.4%, 4-MU autofl inactive and Texas Red fluor inconclusive.
Screening Cc1ccc(S(=O)(=O)NC2(C(F)(F)F)NC(=O)N(C)C2=O)cc1 (stereo unspecified) returned Hsp90 Hop PPI -8.4%, Pol III holo inh -1.7%, HBB splice mod 5.2%, Fluorescein autfl inconclusive, Epigenetic mod 3.2%, Rhodamine autofl inactive, 15-hLO inh 1.1%, Ub-GFP proteasome 1.2%, HADH2 inhib -5.2%, 4-MU autofl inactive and Texas Red fluor inactive.
Screening Cc1ccc(S(=O)(=O)Nc2ccc3oc(=O)sc3c2)c(C)c1 returned Hsp90 Hop PPI 3.9%, Pol III holo inh 9.1%, HBB splice mod -2.3%, Fluorescein autfl inconclusive, Epigenetic mod -1.2%, Rhodamine autofl inactive, 15-hLO inh inconclusive, Ub-GFP proteasome 0.0%, HADH2 inhib 12.6µM*, 4-MU autofl inactive and Texas Red fluor inactive.
COc1ccc(C)cc1NC(=O)c1[nH]c(C)c(C(C)=O)c1C was read as Hsp90 Hop PPI -3.0%, Pol III holo inh -4.2%, HBB splice mod -1.1%, Fluorescein autfl inconclusive, Epigenetic mod 1.2%, Rhodamine autofl inactive, 15-hLO inh -6.9%, Ub-GFP proteasome inconclusive, HADH2 inhib -0.3%, 4-MU autofl inactive and Texas Red fluor inactive.
Screening COCCn1c(=O)c(-c2ccc(Cl)cc2)nc2cnc(Nc3ccccc3)nc21 returned Hsp90 Hop PPI 1.1%, Pol III holo inh -2.9%, HBB splice mod 1.3%, Fluorescein autfl inactive, Epigenetic mod 5.0%[9.22 µM], Rhodamine autofl inactive, 15-hLO inh -2.0%, Ub-GFP proteasome -2.2%, HADH2 inhib 1.4%, 4-MU autofl inconclusive and Texas Red fluor inactive.
`CCOC(=O)C1CCN(C(=O)COc2cc(C)c(Br)c(C)c2)CC1` gave Hsp90 Hop PPI -0.4%, Pol III holo inh -5.1%, HBB splice mod -0.4%, Epigenetic mod 7.5%, 15-hLO inh -19.1%, Ub-GFP proteasome 1.6% and HADH2 inhib -10.0%.
CCCc1cc(=O)[nH]c(SCc2cc(C(=O)OC)c(C)o2)n1 was read as Hsp90 Hop PPI -0.1%, Pol III holo inh -5.7%, HBB splice mod 1.3%, Fluorescein autfl inconclusive, Epigenetic mod 2.1%, Rhodamine autofl inactive, 15-hLO inh 3.6%, Ub-GFP proteasome 7.8%, HADH2 inhib 18.4%, 4-MU autofl inactive and Texas Red fluor inactive.
Screening CC1=C(CC(=O)O)c2cc(F)ccc2/C1=C\c1ccc(S(C)(=O)=O)cc1 returned Hsp90 Hop PPI -7.9%, Pol III holo inh 11.8%, HBB splice mod 2.9%, Fluorescein autfl inconclusive, Epigenetic mod -1.1%, Rhodamine autofl inactive, 15-hLO inh 3.8%, Ub-GFP proteasome 4.7%, HADH2 inhib inconclusive, 4-MU autofl inconclusive and Texas Red fluor inactive.
Screening COc1cc(CC(=O)OCC(=O)Nc2ccc(S(=O)(=O)N3CCCC3)cc2)cc(OC)c1OC returned Hsp90 Hop PPI -2.1%, Pol III holo inh 13.8%, HBB splice mod 2.1%, Fluorescein autfl inactive, Epigenetic mod -1.2%, Rhodamine autofl inactive, 15-hLO inh -9.5%, Ub-GFP proteasome -4.1%, HADH2 inhib 20.9%, 4-MU autofl inactive and Texas Red fluor inconclusive.
`CCOC(=O)Cn1c(N2CCOCC2)nc2c1c(=O)[nH]c(=O)n2C` gave Hsp90 Hop PPI -4.0%, Pol III holo inh -3.4%, HBB splice mod -0.2%[57.5 µM], Fluorescein autfl inconclusive, Epigenetic mod -2.7%, Rhodamine autofl inactive, 15-hLO inh 5.0%, Ub-GFP proteasome 0.1%, HADH2 inhib -3.7%, 4-MU autofl inactive and Texas Red fluor inconclusive.
`CCN1CCN(C(c2cccs2)C(C)NC(=O)c2ccco2)CC1` (stereo unspecified) gave Hsp90 Hop PPI -3.4%, Pol III holo inh 2.2%, HBB splice mod 6.1%[0.369 µM], Fluorescein autfl inconclusive, Epigenetic mod 4.6%, Rhodamine autofl inactive, 15-hLO inh 12.8%, HADH2 inhib 13.7%, 4-MU autofl inactive and Texas Red fluor inactive.
`O=C(Cn1nnc(-c2ccc(CN3CCOCC3)cc2)n1)N1CCCc2ccccc21` gave Hsp90 Hop PPI -0.9%, Pol III holo inh -2.4%, Fluorescein autfl inactive, Epigenetic mod 0.0%, Rhodamine autofl inactive, 15-hLO inh 0.9%, Ub-GFP proteasome 1.5%, HADH2 inhib 4.4%, 4-MU autofl inactive and Texas Red fluor inactive.
For O=c1cc(N2CCN(Cc3ccccc3)CC2)[nH]c(=O)n1-c1cccc(C(F)(F)F)c1 the results were Hsp90 Hop PPI -5.3%, Pol III holo inh -4.4%, HBB splice mod 2.7%, Fluorescein autfl inconclusive, Epigenetic mod -4.3%, Rhodamine autofl inactive, 15-hLO inh 5.2%, Ub-GFP proteasome -2.6%, HADH2 inhib -13.5%, 4-MU autofl inconclusive and Texas Red fluor inactive.
Screening O=c1cc(-c2ccccc2)nc2nc(COc3ccccc3)[nH]n12 returned Hsp90 Hop PPI -2.1%, Pol III holo inh 3.2%, HBB splice mod 2.0%, Fluorescein autfl inconclusive, Epigenetic mod -0.2%, Rhodamine autofl inactive, 15-hLO inh 6.5%, Ub-GFP proteasome -8.6%, HADH2 inhib -0.2%, 4-MU autofl inactive and Texas Red fluor inconclusive.

Screens: PubChem BioAssay, National Center for Advancing Translational Sciences (NCATS)
